DRD3 agonist: agonists of human D3 dopamine receptor; P35462; D3R DiscoveRx beta-arrestin cells, luminescence, 90 min; max activation, %; hit rate 0.58% among 410,000; AID 652048; in the data active = max activation above about 30%; note: 0% is about no effect; mostly tested at two doses, the higher about 12 µM
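Agonist mode: compounds and dopamine controls were applied to plated cells for 90 min at 37 degrees C after an overnight attachment at 1500 cells/well. Luminescent read-out followed 30 - 60 minutes at room temperature with DiscoveRx detection reagent.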
PTHR1 ag: agonists of human PTHR1 parathyroid hormone receptor; hit rate 0.075% among 410,000; Potency, µM (titrated, usually from 115 µM), without a hit: at the top dose activation, usual class: activators; AID 743266; HEK293 GP2 PTHR1 cells, GloSensor cAMP luminescence, 1 h; note: potency is the fitted concentration of half-maximal effect; nearly all actives have a fitted effect of over 55% in size; some results filed as inactive show a strong effect at the top dose; inactives centre near -15; many of its hits are not listed in these tables
Target sequence (Q03431 whole entry, looked up): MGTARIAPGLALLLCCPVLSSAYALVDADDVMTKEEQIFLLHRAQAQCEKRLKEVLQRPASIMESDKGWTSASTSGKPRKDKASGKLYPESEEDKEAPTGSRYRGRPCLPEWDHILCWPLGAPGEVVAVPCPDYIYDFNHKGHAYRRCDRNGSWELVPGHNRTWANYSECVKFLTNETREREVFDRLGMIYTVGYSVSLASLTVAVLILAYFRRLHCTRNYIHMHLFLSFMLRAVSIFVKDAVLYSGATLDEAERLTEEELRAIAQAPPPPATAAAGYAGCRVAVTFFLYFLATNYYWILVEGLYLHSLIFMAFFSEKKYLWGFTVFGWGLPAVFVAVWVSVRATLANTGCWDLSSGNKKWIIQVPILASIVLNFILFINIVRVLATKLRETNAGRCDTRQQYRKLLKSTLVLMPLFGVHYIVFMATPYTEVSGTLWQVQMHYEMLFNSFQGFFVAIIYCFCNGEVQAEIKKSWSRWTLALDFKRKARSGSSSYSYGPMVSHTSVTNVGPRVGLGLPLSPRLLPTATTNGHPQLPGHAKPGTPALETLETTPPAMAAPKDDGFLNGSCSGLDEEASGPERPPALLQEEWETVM
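HEK-293-derived GP2 cells expressing PTHR1 and a GloSensor cAMP reporter, 3,000/well, plated overnight, given luciferin plus IBMX (each 0.5 mM as added) for 1 h at 37 °C, then compound for 1 h at 37 °C. Luminescence was read after 15 min at room temperature.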
GLP-1R agonist: GLP-1 receptor (human) agonism | Potency, µM (highest dose often 45.6 µM), for the others: top-dose activation, usual class: activators | HEK293 GLP-1R CRE-luciferase, luminescence, 4-6 h; cells express a hypersensitive GLP-1R form | P43220 | hit rate 0.007% among 380,000; note: potency is the fitted concentration of half-maximal effect; % of control where 0% means no effect
Target sequence (P43220 whole entry, looked up): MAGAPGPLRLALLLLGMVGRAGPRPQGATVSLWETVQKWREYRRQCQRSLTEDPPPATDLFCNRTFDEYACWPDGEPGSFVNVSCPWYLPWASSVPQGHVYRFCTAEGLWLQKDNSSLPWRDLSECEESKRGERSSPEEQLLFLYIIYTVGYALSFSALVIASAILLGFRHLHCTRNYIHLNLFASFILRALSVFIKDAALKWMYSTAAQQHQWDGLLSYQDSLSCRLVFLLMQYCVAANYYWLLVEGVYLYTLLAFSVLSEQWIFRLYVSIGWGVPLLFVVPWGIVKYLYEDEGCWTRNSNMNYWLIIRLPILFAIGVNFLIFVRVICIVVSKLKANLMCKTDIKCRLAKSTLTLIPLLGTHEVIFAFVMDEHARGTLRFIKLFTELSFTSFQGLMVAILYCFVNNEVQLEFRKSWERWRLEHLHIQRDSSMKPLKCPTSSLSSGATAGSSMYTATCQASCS
aSyn rescue: alpha-synuclein toxicity inhibition in yeast | hit rate 0.14% among 370,000 | Potency, µM (series often up to 46.1 µM), for the others: top-dose growth rescue (activation), hits mostly activators | Yeast expressing alpha-synuclein, growth rescue, BacTiter-Glo, 24 h | AID 652106; note: potency is the fitted concentration of half-maximal effect; % of control where 0% means no effect; nearly all actives have a fitted effect of over 65% in size
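Galactose-induced alpha-syn yeast (OD600=0.02, raffinose-pregrown) + pinned cpd, 24 hr, 30 deg C; growth by BacTiter-Glo luminescence. Growth restoration scores as activation.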
TDP-43 yeast inh: inhibitors of TDP-43 toxicity in yeast | TDP-43 expressing yeast growth rescue, BacTiter-Glo, 24 h | Potency, µM (doses to about 46.1 µM), without a hit: at the highest dose growth rescue (activation), actives largely listed as activators | hit rate 1.8% among 410,000 | AID 652104; note: potency is the fitted concentration of half-maximal effect; % of control where 0% means no effect; nearly all actives have a fitted effect of over 50% in size
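Yeast expressing TDP-43 (pregrown in raffinose, seeded at OD600=0.02 in galactose medium) exposed to compounds 24 hr at 30 deg C. Growth read by BacTiter-Glo luminescence; rescue of toxicity appears as increased signal.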
GLP1R inv ag: inverse agonists of human GLP-1 receptor | Potency, µM (highest dose often 38.3 µM), inactives show at the highest dose activity change, negative = inhibition, usual class: inhibitors | AID 624417 | P43220 | hit rate 1.6% among 410,000 | HEK293 GLP-1R CRE-luciferase, luminescence, 24 h; GLP-1R form is constitutively active; note: potency is the fitted concentration of half-maximal effect; % is set by controls: 0 for no effect and ±100 for the full control effect; nearly all actives have a fitted effect of over 55% in size
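HEK293 cells stably co-expressing a cAMP-responsive luciferase reporter and constitutively active GLP-1R were seeded, incubated 12 h, then exposed to compounds for 24 h at 37 C. Luminescence was read 12 min after detection reagent; inverse agonists lower signal.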
GLP1R cytotox: cytotoxicity counter-screen for GLP-1 receptor inverse agonists; hit rate 0.13% among 410,000; Potency, µM (series often up to 38.3 µM), inactives show at the top dose activity change, negative = inhibition, usual class: inhibitors; HEK293 cAMP-luciferase reporter cells, luminescence, 24 h;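 note: loss of luciferase light is scored as toxicity; potency is the fitted concentration of half-maximal effect; % is set by controls: 0 for no effect and ±100 for the full control effect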
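Step one: seed cells (200 cells/uL, DMEM with 10% Nu serum, 1% pen-strep). Step two: 12-hour incubation at 37 deg C. Step three: pin 23 nL compound, incubate 24 hr. Step four: add luciferase reagent, read luminescence 12 min later.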
D3 antag: blocks the human D3 dopamine receptor; D3R cells, DiscoveRx beta-arrestin luminescence, antagonist mode; active compounds read low; max response, negative = inhibition, %; hit rate 2.5% among 360,000; AID 652054; in the data active = max response below about -50%; inconclusive = no clear call, values can overlap the other calls; note: % is set by controls: 0 for no effect and ±100 for the full control effect; mostly tested at two doses, the higher about 12 µM
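Cells expressing the human receptor were seeded at 1500 cells/well, incubated overnight at 37 degrees C in 5% CO2, then exposed to library compounds with dopamine controls for 90 minutes at 37 degrees C before luminescent detection.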
KB-V1 cytotox: kills drug-selected multidrug resistant KB-V1 cells; Potency, µM (titrated, usually from 46.1 µM), inactives show at the highest dose activity change, negative = cytotoxicity, hits mostly cytotoxic; KB-V1 MDR cells viability, CellTiter-Glo, 72 h; AID 1347076; hit rate 3.4% among 400,000; note: potency is the fitted concentration of half-maximal effect; % is set by controls: 0 for no effect and ±100 for the full control effect; nearly all actives have a fitted effect of over 60% in size
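KB-V1 MDR subline cells in DMEM (phenol-red free, 10% FBS) exposed to compounds in qHTS concentration series for 72 h at 37 degrees C. Viability read by CellTiter-Glo luminescence; concentration-effect curves fitted after normalization and correction.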
The depositor's hits bear a star; i = inactive; ? = inconclusive; nt = no result given; & = joins results of further samples; [ ] = dose if it differs, or a comment. Unless noted, calls come from the whole dose curve; as a rule, active = well fitted curve in the direction sought with a large enough effect; inconclusive = small, poorly fitted or top-dose-only effect, or another doubt; inactive = no such curve, though single readings can be large; an effect the other way counts as inactive or inconclusive. A portion of the library, so the mix of outcomes need not match the whole.

SMILES | DRD3 agonist | PTHR1 ag | GLP-1R agonist | aSyn rescue | TDP-43 yeast inh | GLP1R inv ag | GLP1R cytotox | D3 antag | KB-V1 cytotox
N#C/C(=C\c1ccncc1)c1nc2ccccc2o1 | 5 | -21% | 16% | 2% | -10% | 9% | -5% | -15 | -4%
O=C(COC(=O)c1ccc(S(=O)(=O)N2CCc3ccccc3C2)cc1)NC(=O)NCc1ccco1 | -4 | -11%[57.5 µM] | -4% | 7% | -5% | -28% | -13% | -23 | 10%
Cc1cccc(C(=O)OC(C)CN2CCN(C)CC2)c1 (stereo unspecified) | -6 | -4% | -5% | 7% | -18% | -8%[0.307 µM] | 16%[0.307 µM] | 4 | 4%
S=c1[nH]nc(CSc2nc3ccccc3s2)n1C1CCCCC1 | -2 | -19% | -11% | 14% | ? | ? | 11% | 2 | 0%
COc1ccc(NC(=O)NNS(=O)(=O)c2ccc(Br)cc2)cc1 | -10 | 6% | 6% | -2% | -12% | 5% | 15% | 0 | 0%
CC(=O)Nc1ccc(NC(=O)N2CCOCC2)cc1 | -1 | 17% | 0% | -4% | -12% | -1% | -1% | -17 | 13%
Cc1cc2ncn(C3CC(O)C(CO)O3)c2cc1C (stereo unspecified) | -6 | i | 1% | -1% | -7% | ? | 0% | -5 | -1%
C(=N\Nc1nc(N2CCCCCC2)nc(N2CCCCCC2)n1)/c1ccccc1 | 5 | i | 3% | -14% | 22µM* | ? | -7% | 87 | 4%
COc1ccc(NC(=O)C(=O)NNC(=O)c2cccs2)cc1 | -8 | -9% | 5% | -9% | -3%[0.397 µM] | -6% | -8% | -21 | 16%
O=C(CNC1CCCC1)Nc1ccc(N2CCCCCC2)cc1 | -11 | i | ? | 0% | 14% | ? | -5% | 1 | ?
Cc1ccc(NC(=O)Nc2ccccc2F)cc1S(=O)(=O)N1CCOCC1 | -2 | -39%[inhibitor] | 1% | 6% | 5% | ? | -12% | 21 | -15%
CCn1c(SCC(=O)Nc2ccc(S(N)(=O)=O)cc2)nnc1-c1cccc(OC)c1 | -15 | -6% | 10% | -17% | -5% | 3% | -6% | 43 | ?
O=C1Nc2ccc(S(=O)(=O)NCCC3=CCCCC3)c3cccc1c23 | 5 | -23%[57.5 µM] | -2% | -1% | -5% | 23% | 53%[activator] | 66 | -3%
O=C(c1cccn1-c1nnc(N2CCCC2)s1)N1CCN(c2ccc(F)cc2)CC1 | -1 | -37%[inhibitor] | nt | nt | -21% | 11% | -10% | nt | -15%
Cc1ccc(CNC(=O)C2CCC(=O)N(Cc3ccc(Cl)cc3)C2)cc1F (stereo unspecified) | -1 | -37%[inhibitor] | -3% | 2% | 21% | ? | -5% | 5 | 2%
O=C(c1ccccc1)N1CCN(C(=S)NCc2ccc3c(c2)OCO3)CC1 | 2 | -8% | -4% | 3% | 22% | -5% | 0% | 12 | -5%
COc1ccc(NC(=O)C2CCN(C(=O)Cc3ccccc3)CC2)cc1OC | 5 | -33%[inhibitor] | 2% | -8% | -2% | 8% | 7% | -11 | -5%
COc1ccc(CCNC(=O)c2ccc3c(c2)SC2=NS(=O)(=O)CCN23)cc1 | 11 | -2% | 10% | -12% | -21% | 49%[activator] | 2% | 1 | 8%
Cc1ccc(-c2nn(CC(=O)NCc3ccccc3)c3c2cnc2ccc(F)cc23)cc1C | -7 | -30% | nt | nt | 14% | 16% | 20% | nt | 7%
Cc1ccc(-c2csc(/C(C#N)=C(\O)CN3CCN(C(=O)c4ccco4)CC3)n2)cc1 | -5 | i | -2% | -4% | -17% | ? | 9% | 0 | 6%
COc1ncnc(NS(=O)(=O)c2ccc(N)cc2)c1OC | 15&5 | -24% | -4%&-1% | 3% | 18% | 0% | 1% | -5 | 17%
CCOC(=O)c1ccc(NC(=O)c2ccc[n+]([O-])c2)cc1 | -3 | i | 6% | -3% | 0% | 15% | -2% | 1 | -11%
COC(=O)C1CCN(C(=O)Cc2c(OC)ccc3cc(Br)ccc23)CC1 | 2 | -17% | 7% | 6% | ? | -27% | 5% | -7 | -19%
COc1cc(NC(=O)CN2CCN(C(=O)c3ccco3)CC2)c(C)cc1[N+](=O)[O-] | 4 | i | -2% | -4% | 14% | -4% | 1% | -13 | -23%
COc1cc(C(=O)NCC(=O)NCC2COc3ccccc3O2)cc(OC)c1OC (stereo unspecified) | 3 | i | -9% | -4% | 16% | -5% | -9% | -12 | 28%
Cc1ccc(NC(=O)CSc2nnc(-c3ccccc3Br)o2)cc1C | 0 | -15% | 33% | 8% | ? | -21% | 8% | -9 | ?
COCCNC(=S)N/N=C(\C)c1ccc(OC(F)F)cc1 | -6 | -3% | 20% | -6% | 27% | ? | ? | -15 | 0%
O=C(OCCOCCN=C1NS(=O)(=O)c2ccccc21)c1ccc(F)cc1 | -10 | -44%[inhibitor] | 10% | 0% | -2% | 18% | 6% | -8 | -7%
CC(=O)c1ccc(N2CCN(C(=O)NCc3noc4ccc(C)cc34)CC2)cc1 | 3 | -24% | nt | nt | ? | 6% | -6% | nt | ?
COc1ccc(NC(=O)C(=O)NCCCO)cc1Cl | 2 | i | 7% | 1% | 3% | 8% | 5% | 40 | 11%
COc1ccccc1N(C)S(=O)(=O)c1ccc(C(=O)OCC(=O)N(C(C)C)C(C)C)cc1 | -23 | -10% | 0% | 0% | nt | ? | 13% | 0 | 0%
O=C1C2=C(NC(=S)NC2c2ccc(Cl)cc2)NC(c2ccc(Cl)cc2)N1c1ccc(Cl)cc1 (stereo unspecified) | 3 | i | -9% | -31%[inhibitor] | ? | ? | ? | 16 | ?

Quoted at random: two compounds from above
SMILES | DRD3 agonist | PTHR1 ag | GLP-1R agonist | aSyn rescue | TDP-43 yeast inh | GLP1R inv ag | GLP1R cytotox | D3 antag | KB-V1 cytotox
COCCNC(=S)N/N=C(\C)c1ccc(OC(F)F)cc1 | -6 | -3% | 20% | -6% | 27% | ? | ? | -15 | 0%
Cc1ccc(NC(=O)CSc2nnc(-c3ccccc3Br)o2)cc1C | 0 | -15% | 33% | 8% | ? | -21% | 8% | -9 | ?

Next part
SMILES | DRD3 agonist | PTHR1 ag | GLP-1R agonist | aSyn rescue | TDP-43 yeast inh | GLP1R inv ag | GLP1R cytotox | D3 antag | KB-V1 cytotox
Cc1cccc(NC(=O)c2cccc(N3C(=O)C4CCC(C)CC4C3=O)c2)c1C (stereo unspecified) | -7 | -71%[inhibitor] | 5% | 1% | 15% | 6% | -3% | ? | nt
NC1=NC(=O)/C(=C\c2cccnc2)S1 | 0 | i | -4% | 0% | -2% | -4% | 2% | 0 | 13%
COc1cc2nc(NC(=O)c3ccc(Cl)cc3)sc(=O)c2cc1OC | 5 | -31% | 0% | -1% | -2% | 1% | 9% | 54 | -2%
O=C(CCOc1ccccc1)Nc1ccnn1C1CCN(Cc2ccccc2)CC1 | -20 | i | -1% | 0% | 21% | -17% | -13% | -3 | nt
Cc1ccc(-n2nnnc2SCC(=O)NNC(=O)c2ccco2)c(C)c1 | 2 | i | -2% | 3% | -23% | 11% | 16% | -19 | -16%
NC(=O)C1CCN(C(=O)CSc2nc3ccccc3[nH]2)CC1 | 5 | i | -21% | 2% | -6% | 10% | -10% | 15 | 3%
CC1=C2C3OC(=O)C(C)C3CCC2(C)C=CC1=NO (stereo unspecified) | 5 | i | 18% | 8% | -8% | 57%[activator] | -1% | -8 | -6%
CCCC(CCC)C(=O)Nc1c[nH]c(=O)[nH]c1=O | 4 | i | 3% | nt | -4% | 0% | -5% | -7 | 0%

Copied from the list:
KB-V1 cytotox result of CC1=C2C3OC(=O)C(C)C3CCC2(C)C=CC1=NO (stereo unspecified) stands at -6%
D3 antag result of O=C(CCOc1ccccc1)Nc1ccnn1C1CCN(Cc2ccccc2)CC1 stands at -3
GLP1R cytotox result of Cc1ccc(-n2nnnc2SCC(=O)NNC(=O)c2ccco2)c(C)c1 stands at 16%
aSyn rescue result of NC1=NC(=O)/C(=C\c2cccnc2)S1 stands at 0%

Going on with the list.
SMILES | DRD3 agonist | PTHR1 ag | GLP-1R agonist | aSyn rescue | TDP-43 yeast inh | GLP1R inv ag | GLP1R cytotox | D3 antag | KB-V1 cytotox
COc1ccccc1CNC(=O)C/C(C)=N/NC(=O)Cc1ccc(OC)c(OC)c1 | 3 | -14% | -5% | 12% | 4% | 1% | 3% | -4 | 23%
O=C(Oc1ccc(C(=S)N2CCOCC2)cc1)c1cccc(Cl)c1 | 0 | -19% | -1% | 24% | 13µM* | 19% | 1% | 14 | 0%
COc1cc(NC2c3ccccc3C(=O)N2Cc2ccc3c(c2)OCO3)cc(OC)c1OC (stereo unspecified) | -6 | i | -5% | 2% | 16% | 36%[activator] | 2% | -15 | 5%
CN(CC(=O)N1CCCCCC1)S(=O)(=O)c1ccc(Br)cc1 | -5 | -46%[inhibitor] | 0% | 8% | -13% | -6% | -7% | 6 | -13%
COc1ccccc1NC(=O)N(C)C[C@H]1Oc2ncc(Br)cc2C(=O)N([C@H](C)CO)C[C@H]1C | -6 | -31%[inhibitor] | -3% | 3% | 11% | -12% | -22% | 44 | 7%
COc1ccc(C(=O)NCC(=O)OCc2ccc(F)cc2)cc1 | -1 | -17% | 10% | 4% | 23%[9.22 µM] | -4%[7.66 µM] | 3%[7.66 µM] | 6 | 22%
CC(=O)c1cccc(NC(=O)COC(=O)c2ccccc2C)c1 | 2 | -36%[inhibitor] | 11% | 1% | 30% | 4% | -2% | 13 | -18%

Screening data (PubChem)
